Mtb RmlCD inh – blocks M. tuberculosis RmlC and RmlD coupled enzymes; AID 1533; 160,000 tested, 0.03% active; RmlC+RmlD coupled enzyme assay, percent inhibition; primary screen in compound mixtures; inhibition, % at 3.6 µM; in the data active = inhibition mostly above about 34%, no sharp cut-off; also: some results filed as inactive read as strong as hits
Target sequence (P9WH09 whole entry, looked up): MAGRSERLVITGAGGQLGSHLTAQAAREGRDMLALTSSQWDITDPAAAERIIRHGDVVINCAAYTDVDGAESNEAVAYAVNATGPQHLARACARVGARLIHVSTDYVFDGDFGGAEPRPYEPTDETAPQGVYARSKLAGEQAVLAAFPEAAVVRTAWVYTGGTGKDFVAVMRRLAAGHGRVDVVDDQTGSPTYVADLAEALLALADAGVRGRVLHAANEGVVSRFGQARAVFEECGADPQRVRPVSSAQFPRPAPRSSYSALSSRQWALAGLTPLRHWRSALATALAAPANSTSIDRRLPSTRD
Target sequence (P9WH11 whole entry, looked up): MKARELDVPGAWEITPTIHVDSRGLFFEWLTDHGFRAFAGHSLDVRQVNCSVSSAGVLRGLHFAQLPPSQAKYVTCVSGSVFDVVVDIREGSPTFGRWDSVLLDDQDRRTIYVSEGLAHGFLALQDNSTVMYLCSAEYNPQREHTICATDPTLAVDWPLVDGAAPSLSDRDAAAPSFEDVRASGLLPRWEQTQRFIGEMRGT
GlmU inhibition – inhibition of mycobacterial GlmU enzyme – biochemical, glucosamine-1-phosphate acetyltransferase (AID 1376) | M. tuberculosis GlmU acetyltransferase enzyme assay; higher % means a stronger effect | inhibition, %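 (tested at 30 µM in the primary screen)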; hits with a dose series show IC50 in µM | 220,000 tested, 0.25% active; in the data active = inhibition above about 13%;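 also: 0% = complete reaction with vehicle and 100% = reaction without substrate; strong numbers were not always called active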
* hit, by the source's call; i = inactive; · = no result given. This is a subset; rates above refer to the full screens.

SMILES,Mtb RmlCD inh,GlmU inhibition
CCC1Oc2ccc(C)cc2N(CC(=O)N(Cc2ccc3c(c2)OCO3)CC2CCCO2)C1=O (stereo not given),4,-2.3%
Cc1ccc(N2CCN(C3=NC(=O)/C(=C\c4cn[nH]c4-c4ccccc4)S3)CC2)cc1,-10,3.3%
COC(=O)c1ccc2nc(Nc3nc4ccc(F)cc4s3)sc2c1,-6,-6.6%
CC(C)C(c1nnnn1C1CCCC1)N1CCCc2ccccc21 (stereo not given),12,-1.5%
CN1CCN(/N=C/c2ccc(N(c3ccccc3)c3ccccc3)cc2)CC1,·,-3.6%
CCn1c(CNC(=O)Cc2ccc(OC)cc2)nnc1SCC(=O)c1ccc(Br)cc1,0,9.0%
Cc1ccc(C(=O)NC(C)CCc2ccccc2)cc1[N+](=O)[O-] (stereo not given),-4,3.6%
CCOc1ccc(NC(=O)Nc2ccc3c(c2)nc(C)n3C)cc1,1,2.5%
CC(C)(C)c1cc(Br)ccc1OCC(=O)Nc1ncn[nH]1,·,9.9%
COc1ccc(Nc2ncc3c(n2)CC(c2ccc(OC)cc2)CC3=O)cc1 (stereo not given),·,0.3%
Cc1cc(C)cc(-n2c(O)c(C=Nc3ccc(N4CCOCC4)cc3)c(=O)[nH]c2=S)c1,4,-0.2%
CCOC(=O)c1c(-c2cccc([N+](=O)[O-])c2)csc1NC(=O)C1CC1,·,-4.2%
CC(NC(=O)Nc1ccccc1)C(c1cccs1)N1CCN(C)CC1 (stereo not given),·,-2.8%
CCOC(=O)c1cc(C(=O)NC(C)c2ccccc2)c(C)[nH]c1=O (stereo not given),4,0.6%
Cc1cccc(CN2CCC(CNC(=O)CSc3cc(=O)n(C)c4cc(Cl)ccc34)CC2)c1,·,1.1%
O=C(NCCNC(=O)c1cc(OCC(F)(F)F)ccc1OCC(F)(F)F)Nc1cccc(C(F)(F)F)c1,0,1.8%
COc1ccc(C(=O)Nn2c(CCC(=O)O)ccc2-c2ccc(C)cc2)cc1OC,·,-1.9%
Cc1cc(C)n(C(=O)c2cc3ccccc3c(=O)o2)n1,8,1.3%
Cc1ccc(S(=O)(=O)N(C)CC(=O)NCc2ccncc2)cc1,·,-3.9%
O=C(CN1C(=O)NC(c2ccccc2)(c2ccccc2)C1=O)Nc1cccnc1Cl,·,4.4%
COC(=O)C1CCN(Cc2cn(Cc3ccccc3)nc2-c2cc3ccccc3o2)CC1,-6,2.7%
CC(C)CCSc1nc2[nH]ncc2c(=O)[nH]1,0,5.0%
COc1cccc(C(c2sc3ncnn3c2O)N2CCN(C(=O)c3ccco3)CC2)c1 (stereo not given),9,-4.3%
O=C(O)c1cc(C(=O)C2CC2)c[nH]1,·,0.7%
CCC(=NCCN1CCCCC1)c1c(O)n(C)c(=O)n(C)c1=O,·,-6.0%
Cc1ccc(-c2csc3nc(C)n(N)c(=O)c23)o1,-4,4.8%
COC(=O)/C(=C/c1ccc(OC)cc1)NC(=O)c1ccco1,4,-4.9%
CCCNC(=O)COC(=O)c1ccc(S(=O)(=O)N2CCCC2)cc1,·,-3.7%
COc1ccc(Cl)cc1NC(=S)N1CCN(C(=O)c2ccco2)CC1,6,4.5%
CCCc1c(O)nc(SCCN(CC)CC)[nH]c1=O,10,2.5%
COc1cc(C(=S)N2CCOCC2)cc(OC)c1OC(=O)Cc1ccc(F)cc1,-2,2.6%
CC(C)c1ccc(NC(=O)Cc2cn(C)c3ccccc23)cc1,13,-4.7%
CC(=O)Nc1ccccc1Oc1ccccc1,21,2.7%
O=C(CN1CCOCC1)Nc1nc2ccc(F)cc2s1,17,-1.0%
O=C(CN1CCOCC1)N1N=C(c2cccs2)CC1c1cccs1 (stereo not given),-6,7.2%
COc1ccc(-c2noc(CN3CCC(Cc4ccccc4)CC3)n2)cc1,·,3.5%
CCSc1nnc([C@H](C)NC(=O)OC(C)(C)C)o1,9,-2.6%
COc1ccccc1NC(=O)C1=C(C)Nc2nc(-c3ccccc3)nn2C1c1ccccn1 (stereo not given),-9,6.5%
O=C(c1ccc2snnc2c1)N1CCCC1,·,1.9%
CC(C)Cn1c(CNC(=O)c2ccccc2)nc2ccccc21,·,-4.9%
CCC1NC(=S)N(C2CCCCC2)C1=O (stereo not given),·,-5.8%
Cn1c(=O)c2cc3ccccc3nc2n(C)c1=O,7,0.9%
c1ccc(Cn2c(SCc3nc4ccccc4s3)nnc2-c2ccco2)cc1,23,10%
O=C(NCC1CCCO1)c1cc2c(s1)CS(=O)(=O)C2 (stereo not given),88,-3.6%
CN(C)C(=S)SCC(=O)NC(=O)NC(C)(C)C,-17,-4.9%
CCc1ccccc1NC(=O)CSc1nc2n[nH]c(C)c2c(=N)n1-c1ccc(OC)cc1,6,-2.0%
CC1CCCCC1NC(=O)c1cncc(Br)c1 (stereo not given),·,2.9%
Cn1c(Cn2nnc3ccccc32)nnc1SCC(=O)N1c2ccccc2Sc2ccccc21,·,2.6%
Cc1nc(-c2cccnc2)sc1C(=O)Nc1ccc(C(F)(F)F)cc1,-3,2.4%
CCOC(=O)c1nnn(-c2nonc2N)c1COc1cc(C)c(Cl)c(C)c1,·,0.4%
COC(=O)CCCC1=CC2=CC(=O)C(C)(OC(=O)c3cccs3)C(=O)C2=CN1c1cccc(C#N)c1 (stereo not given),·,2.0%
CC(=O)NC1(C(F)(F)F)N=C2SCCN2C1=O (stereo not given),32,1.5%
Cc1ccc(NCC(=O)N/N=C\c2ccc([N+](=O)[O-])o2)cc1,7,-2.4%
CC1=NN(/C(=N\c2nnc(C)s2)Nc2ccccc2)[C@H](c2cccc3ccccc23)S1,·,-0.9%
CN(CCc1nnc(N)s1)[N+](=O)[O-],-1,0.9%
Cc1ccc(C(=O)COC(=O)CCc2nc3ccccc3[nH]c2=O)cc1C,13,0.6%
Cc1cc2nc(C(F)(F)F)[nH]c(=O)n2n1,11,9.8%
Cn1cnnc1SCC(=O)NNC(=O)COc1ccc(Br)cc1,4,2.6%
Cc1ncc(C[n+]2csc(C)c2C)c(N)n1,-23,-7.1%
CN1/C(=C/C=C(/C#N)C(N)=O)C(C)(C)c2ccccc21,·,2.4%

Following part.
SMILES,Mtb RmlCD inh,GlmU inhibition
Cc1ccc2cc(C(c3nnnn3Cc3ccccc3)N3CCc4ccccc43)c(=O)[nH]c2c1 (stereo not given),·,-5.0%
Cc1ccc(Cn2ccc(C3CC3)n2)cc1,3,5.0%
Cc1ccc2occ(C(c3nnnn3Cc3ccccc3)N3CCOCC3)c(=O)c2c1 (stereo not given),-10,0.9%
N#Cc1c2c(c(NCc3ccco3)n3c1nc1ccccc13)CCC2,2,3.9%
O=C(CSc1nnc2ccc(-c3ccccn3)nn12)NCC1CCCO1 (stereo not given),-2,1.8%
CCCCCCCCCCCCN1[C@@H](CC(C)=O)c2cc(F)ccc2S1(=O)=O,·,0.6%
COC(=O)Cc1[nH]nc2c1C(c1cc(OC)c(OC)c(OC)c1)C(C#N)=C(N)O2 (stereo not given),-10,1.9%
COc1ccc(CC(=O)OC2CCCN(C)C2)cc1 (stereo not given),9,3.0%
O=C(N/N=C/c1ccc(-c2ccccc2)o1)c1ccccc1O,-5,2.4%
O=C(COc1ccccc1)NC1CCCc2ccccc21 (stereo not given),-5,1.5%
C=CCc1c(C)nc(C)nc1N/N=C/c1ccc(F)cc1,4,-4.3%
Cc1cccc(NC(=O)CSc2nc3c([nH]c4ccccc43)c(=O)n2C)c1,3,6.1%
COc1cc([N+](=O)[O-])ccc1NC(=O)C[n+]1cccc(C(C)=O)c1,12,0.3%
CCOc1cc(NS(=O)(=O)c2ccc(OC)cc2)c(OCC)cc1NC(=O)c1ccco1,4,-2.6%
CCOc1cccc(-c2nnc3n2N=C(c2cc(OC)ccc2OC)CS3)c1,-14,-1.8%
COc1cc(C)c(CN2CCN(c3ccccc3)CC2)cc1C,·,-1.1%
CCOC(=O)C1CCCN(c2c(NCCN3CCCCC3C)c(=O)c2=O)C1 (stereo not given),12,1.3%
O=C(O)C1CCC(NSc2ccccc2[N+](=O)[O-])CC1 (stereo not given),4,8.7%
O=C(c1nc(-c2ccccc2)n(-c2ccccc2)n1)N1CCN(S(=O)(=O)c2ccccc2)CC1,32,3.6%
COC(=O)C1=C(c2cc3ccccc3o2)C[C@@H]2CC[C@H]1N2C(=O)N1CCC(C)CC1,·,-5.7%
CCOc1ccc(NC(=O)CCC(=O)N/N=C/c2ccc([N+](=O)[O-])s2)cc1,10,-1.5%
CCSc1ccc2nnc(-c3cccs3)n2n1,-9,-5.4%
O=[N+]([O-])c1cc([N+](=O)[O-])c2c(=Nc3ccccc3)n(-c3ccccc3)n(O)c2c1,-7,-1.1%
COc1ccc(-c2nnc(SCC(=O)c3cccs3)o2)c(OC)c1,i,-4.1%
COC(=O)c1oc2ccc(Cl)cc2c1NC(C)=O,4,7.8%
COc1ccc(CN2CN(C3CCCC3)CSC2=S)cc1,14,3.9%
CCOc1ccccc1NC(=O)Cn1nnc(C(=O)Nc2ccccc2Cl)c1N,9,·
CC1CCCN(C2=C(NS(=O)(=O)c3ccc(Cl)cc3)C(=O)c3ccccc3C2=O)C1 (stereo not given),-1,0.4%
CCOc1cc(CO)cc(Br)c1OCC(=O)O,·,4.5%
CC1CCN(c2ccc(NC(=O)c3cccnc3)cc2)CC1,-7,3.0%

Entries of single compounds, looked up by structure.
`CCOc1ccc(NC(=O)CCC(=O)N/N=C/c2ccc([N+](=O)[O-])s2)cc1` is listed with Mtb RmlCD inh = 10; GlmU inhibition = -1.5%
`Cc1cccc(NC(=O)CSc2nc3c([nH]c4ccccc43)c(=O)n2C)c1` is listed with Mtb RmlCD inh = 3; GlmU inhibition = 6.1%

Continuation:
SMILES,Mtb RmlCD inh,GlmU inhibition
O=C(Nc1cnc2ccccc2c1)c1ccncc1,5,4.5%
CC1CCN(c2ccc(C(=O)NCc3ccco3)cc2[N+](=O)[O-])CC1,25,-4.3%
CN(C)/C=C1/C(=O)N(c2ccc([N+](=O)[O-])cc2)N=C1c1ccccc1,6,-4.2%
COc1ccccc1N1CCN(C(=O)c2c(C)noc2C)CC1,56,-0.9%
COc1ccc(CCNC(=O)CSc2nnc(-c3ccccc3)o2)cc1OC,·,-0.3%
CC(=O)Nc1ccc2nc(CN3CCN(Cc4ccc(F)cc4)C(CCO)C3)ccc2c1 (stereo not given),-2,1.6%
CCOC(=O)N1CCN(CC(O)c2ccccc2)CC1 (stereo not given),6,-1.7%
O=C(COc1ccc(C2SCCS2)cc1)Nc1ccc(Cl)cc1,5,-3.4%
c1csc(C2CCCN2c2nc3nonc3nc2NC2CC2)n1 (stereo not given),-11,4.3%
CCOC(=O)c1c(NC(=O)C2=C(C)NC(=S)NC2c2ccc(F)cc2)sc(C)c1C (stereo not given),56,-4.4%
COc1ccc(C2=NOC(C(=O)NCc3ccccn3)C2)cc1OC (stereo not given),·,3.3%
COc1cc(N2C(=O)c3ccccc3C2=O)c(Cl)cc1C(=O)OCC(=O)N1CCOCC1,39,-7.4%
Cc1ccc(N2CCN(S(=O)(=O)N3CCCCC3)CC2)c(C)c1,·,1.6%
COc1ccc(-c2nn(CC(=O)N(C)C)c(=O)c3ccccc23)cc1,·,-1.8%
COc1cc([N+](=O)[O-])ccc1NC(=O)Cc1ccccc1,4,3.5%
NS(=O)(=O)c1ccc(CCNC(=O)c2cc(-c3ccc(Br)cc3)nc3ccccc23)cc1,·,3.9%
CCOC(=O)c1ccc(OCc2nc(-c3cccs3)no2)cc1,-3,-2.8%
COc1ccc2nc(N3C(=O)CC(Cc4ccc(C)cc4)C3=O)sc2c1 (stereo not given),-14,0.4%

Not a retest: entries from further up.
SMILES,Mtb RmlCD inh,GlmU inhibition
O=C(Nc1cnc2ccccc2c1)c1ccncc1,5,4.5%
CC1CCN(c2ccc(C(=O)NCc3ccco3)cc2[N+](=O)[O-])CC1,25,-4.3%
CN(C)/C=C1/C(=O)N(c2ccc([N+](=O)[O-])cc2)N=C1c1ccccc1,6,-4.2%
COc1ccccc1N1CCN(C(=O)c2c(C)noc2C)CC1,56,-0.9%
COc1ccc(CCNC(=O)CSc2nnc(-c3ccccc3)o2)cc1OC,·,-0.3%
CC(=O)Nc1ccc2nc(CN3CCN(Cc4ccc(F)cc4)C(CCO)C3)ccc2c1 (stereo not given),-2,1.6%
CCOC(=O)N1CCN(CC(O)c2ccccc2)CC1 (stereo not given),6,-1.7%
O=C(COc1ccc(C2SCCS2)cc1)Nc1ccc(Cl)cc1,5,-3.4%
c1csc(C2CCCN2c2nc3nonc3nc2NC2CC2)n1 (stereo not given),-11,4.3%
CCOC(=O)c1c(NC(=O)C2=C(C)NC(=S)NC2c2ccc(F)cc2)sc(C)c1C (stereo not given),56,-4.4%
COc1ccc(C2=NOC(C(=O)NCc3ccccn3)C2)cc1OC (stereo not given),·,3.3%
COc1cc(N2C(=O)c3ccccc3C2=O)c(Cl)cc1C(=O)OCC(=O)N1CCOCC1,39,-7.4%
Cc1ccc(N2CCN(S(=O)(=O)N3CCCCC3)CC2)c(C)c1,·,1.6%
COc1ccc(-c2nn(CC(=O)N(C)C)c(=O)c3ccccc23)cc1,·,-1.8%

Screens (PubChem)
